D2 potentiator: D2 dopamine receptor (human) potentiation | 340,000 tested, 0.34% active | AID 485347 | potentiation, % at 10 µM | HEK293 T-REx D2, calcium flux, EC20 dopamine potentiation | P14416;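 active = potentiation over 3 SD above the plate norm, cut at about 30% in these data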; note: 0% is about no effect
Target sequence (P14416 whole entry, looked up): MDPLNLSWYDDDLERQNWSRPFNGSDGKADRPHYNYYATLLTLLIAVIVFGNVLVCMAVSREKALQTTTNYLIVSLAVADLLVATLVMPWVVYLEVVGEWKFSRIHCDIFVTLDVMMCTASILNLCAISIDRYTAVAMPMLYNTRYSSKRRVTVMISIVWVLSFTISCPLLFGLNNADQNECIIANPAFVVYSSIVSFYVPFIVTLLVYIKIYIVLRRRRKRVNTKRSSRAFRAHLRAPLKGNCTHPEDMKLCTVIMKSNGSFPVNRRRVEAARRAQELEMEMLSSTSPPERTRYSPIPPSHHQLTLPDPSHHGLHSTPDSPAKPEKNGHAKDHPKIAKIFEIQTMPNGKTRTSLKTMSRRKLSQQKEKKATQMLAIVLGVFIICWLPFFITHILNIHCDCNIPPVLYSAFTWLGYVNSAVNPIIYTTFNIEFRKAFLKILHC
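Cells plated with tetracycline inducer and held overnight at 30 C; calcium dye loaded 30–90 min at room temperature; baseline taken, compound added and read 180 s; EC20 dopamine then added and read 180 s.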
GRP78 ERSR act: induces the endoplasmic reticulum stress response in human glioma cells. U87-MG GRP78 promoter luciferase reporter, 16 h. Potency, µM, without a hit: at the highest dose activation, actives largely listed as activators. 420,000 tested, 0.02% active. AID 602332; note: potency is the fitted concentration of half-maximal effect; series mostly up to about 76 µM; % of control where 0% means no effect; nearly all actives have a fitted effect of over 35% in size
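ERSR induction read as luciferase luminescence (Bright-Glo, 10 min at room temperature) in stably transfected human U87-MG glioma cells exposed to compounds for 16 h, using GRP78 as sensor.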
RXFP1 agonist: activates the human relaxin receptor RXFP1. AID 2676. 370,000 tested, 0.3% active. HEK293T-RXFP1 cAMP TR-FRET, 30 min; response scale: percent of porcine relaxin response, buffer zero. Potency, µM (doses to about 57.5 µM), for the others: at the highest dose activation, hits mostly activators; note: potency is the fitted concentration of half-maximal effect; % is set by controls: 0 for no effect and ±100 for the full control effect; nearly all actives have a fitted effect of over 60% in size; many of its hits are not listed in these tables
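HEK293T cells stably expressing RXFP1 were pretreated with the PDE4 inhibitor Ro 20174, exposed to compounds for 30 min at 37C, lysed, and cAMP was read by TR-FRET. Data normalized to buffer (basal) and 29 nM porcine relaxin (100%).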
D1 agonist: agonists of human D1 dopamine receptor. P21728. HEK293 T-REx D1 cells, calcium flux, agonist mode. activation, % at 2 µM. 360,000 tested, 1% active; in the data active = activation above about 30%; note: 0% is about no effect
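Agonism was scored from calcium flux recorded over 180 s (1 read/s) after pintool compound addition, following a 10-cycle baseline. Cells were inducible force-coupled HEK293 TREx D1, plated overnight at 30 C and loaded with no-wash calcium dye.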
D1 antag: human D1 dopamine receptor antagonism; activity change, negative = inhibition, % at 10 µM; 360,000 tested, 3.2% active; HEK293 TREx D1 cells, calcium flux, dopamine EC80; stronger effect = lower value; in the data active = activity change below about -30%; note: % is set by controls: 0 for no effect and ±100 for the full control effect
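Calcium flux readout: force-coupled, inducible Hek293 Trex D1 line, cells induced overnight at 30 C with tetracycline, dye-loaded 30–90 min at RT. Antagonism scored against EC80 dopamine challenge given 180 s after compound.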
RXFP1 antag: RXFP1 (human) relaxin receptor antagonism; HEK293-RXFP1, relaxin-stimulated cAMP HTRF, 30 min; stronger effect = lower value; Q9HBX9; AID 1259400; activity change, negative = inhibition, % at 57.5 µM; 350,000 tested, 0.59% active;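 active = activity change of -60% or lower, but not beyond a set lower limit; inconclusive = change between -60% and -40%, or beyond the set limit; inactive = change above -40%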; note: % is set by controls: 0 for no effect and ±100 for the full control effect
D1 potentiator: potentiators of human D1 dopamine receptor; 360,000 tested, 0.036% active; AID 504651; potentiation, % at 10 µM; HEK293 TREx D1 cells, calcium flux, dopamine EC20 potentiation; in the data active = potentiation above about 30%; note: 0% is about no effect
Vif-A3G inh: inhibitors of Vif-APOBEC3G interaction | Q9HC16 | HeLa A3G-eYFP + Vif (tagged APOBEC3G with the HIV-1 protein that degrades it), YFP fluorescence, overnight | Potency, µM (top dose mostly 46.1 µM), inactives show at the top dose activity, negative = active, actives largely listed as inhibitors | 410,000 tested, 0.076% active;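 note: potency is the fitted concentration of half-maximal effect; % is set by controls: 0 for no effect and ±100 for the full control effect; nearly all actives have a fitted effect of over 60% in size; hits raise eYFP signal because A3G escapes Vif-driven loss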
Target sequence (Q9HC16 whole entry, looked up): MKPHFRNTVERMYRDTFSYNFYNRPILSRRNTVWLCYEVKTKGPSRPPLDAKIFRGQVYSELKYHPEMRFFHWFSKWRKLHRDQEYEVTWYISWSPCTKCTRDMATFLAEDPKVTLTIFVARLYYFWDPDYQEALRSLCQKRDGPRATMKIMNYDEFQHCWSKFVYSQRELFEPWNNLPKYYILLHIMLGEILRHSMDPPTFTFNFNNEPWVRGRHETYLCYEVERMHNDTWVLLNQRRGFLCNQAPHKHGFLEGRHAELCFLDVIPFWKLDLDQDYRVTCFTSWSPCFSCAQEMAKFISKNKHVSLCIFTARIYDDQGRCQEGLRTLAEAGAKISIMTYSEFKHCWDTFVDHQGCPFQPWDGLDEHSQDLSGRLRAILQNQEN
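Read-out is eYFP fluorescence (Ex 488/Em 500-530) from Vif-expressing HeLa A3G-eYFP cells; more signal means A3G escaped Vif-mediated degradation. Cells plated overnight, compound pinned in, incubated overnight at 37 deg C.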
Vif-A3F inh: inhibitors of Vif-A3F interaction | HeLa A3F-eYFP + Vif (tagged APOBEC3F with the HIV-1 protein that degrades it), YFP fluorescence increase | 390,000 tested, 0.2% active | AID 602313 | Potency, µM (highest dose often 46.1 µM), for inactives: at the highest dose activity, negative = active; note: potency is the fitted concentration of half-maximal effect; % of control where 0% means no effect; nearly all actives have a fitted effect of over 65% in size
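HeLa cells stably expressing A3F-eYFP plus Vif, plated and incubated overnight at 37 deg C, then exposed to compounds overnight at 37 deg C. Blocked degradation read as raised yellow fluorescence (Ex 488/Em 500-530).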
Numbers without * were called inactive; ? = inconclusive; . = no result given. Unless noted, calls come from the whole dose curve; as a rule, active = well fitted curve in the direction sought with a large enough effect; inconclusive = small, poorly fitted or top-dose-only effect, or another doubt; inactive = no such curve, though single readings can be large; an effect the other way counts as inactive or inconclusive. The list is partial. The share of hits here may be higher or lower than overall.

SMILES	D2 potentiator	GRP78 ERSR act	RXFP1 agonist	D1 agonist	D1 antag	RXFP1 antag	D1 potentiator	Vif-A3G inh	Vif-A3F inh
NC(=O)c1nsc(C(=O)N(c2cccc(F)c2)C(C(=O)NCc2ccccc2)c2ccc(O)cc2)c1N (stereo not given)	-1	-4%	1.2%	6	4	-16	2	-3%	3%
N/C(Cc1ccc(Cl)cc1Cl)=N\OC(=O)c1ccccc1F	-2	6%	0.8%	2	-6	-8	0	-9%	0%
CSCc1cccc(C(=O)OC(C)C(=O)Nc2c(C)n(C)n(-c3ccccc3)c2=O)c1 (stereo not given)	-1	-2%	-0.5%	0	3	-4	6	-8%	0%
CCCCOC(=O)c1ccc(N=Nc2c(C)c(C#N)c(O)[nH]c2=O)cc1	-1	-2%	6.0%	5	4	-5	-7	5%	?
Cc1cccc2c(=O)cc(CSc3ccccc3NC(=O)c3cccc(F)c3)[nH]c12	17	-3%	6.3%	7	18	-10	-2	4%	0%
O=C(O)CC1(CC(=O)O)Nc2ccccc2SC1=O	.	-1%	.	.	.	0	.	2%	7%
COc1ccc(OC)c(C2/C(=C(/O)c3ccc(C)cc3)C(=O)C(=O)N2Cc2ccco2)c1 (stereo not given)	5	-3%	6.3%	2	4	-10	-6	-1%	-17%
N/C(=N\OC(=O)c1ccccc1)c1cccnc1	-4	0%	-4.1%	3	-50*	17	2	1%	0%
CN1CCN(c2ccc(NC(=O)c3ccc4c(c3)OCO4)cc2)CC1	12	-9%	0.2%	4	-23	-11	-8	-4%	-9%
Cc1cc([N+](=O)[O-])nn1CC(=O)NCc1cccs1	-3	?	2.1%	1	23	-9	-7	0%	-11%
Cc1ccc(-c2nc3cc(C(C)C)ccc3o2)cc1NC(=O)c1cc2ccccc2o1	8	-6%	8.5%	2	-11	-4	-2	5%	-12%
COc1ccc(N2CCN(C(=O)CN3C(=O)NC4(CCCCC4C)C3=O)CC2)cc1 (stereo not given)	.	-3%	.	.	.	-1	.	-1%	-2%
O=C(OCCCN=C1NS(=O)(=O)c2ccccc21)C1CC(=O)N(c2ccc(Cl)cc2)C1 (stereo not given)	-8	-5%	0.7%	-3	-1	2	-7	1%	.
CC(=O)N=c1sccn1CC(=O)c1ccc([N+](=O)[O-])cc1	6	-4%	0.9%	2	30	9	-4	3%	-11%
COc1ccc(/C(C)=N\NC(=O)CSc2nnc(C)s2)cc1	8	-3%	0.4%	1	9	14	-4	-1%	-17%
O=C(NCC1CCCO1)c1ccc(NC(=O)c2cccc(Cl)c2)cc1 (stereo not given)	.	7%	.	.	.	-2	.	-6%	-4%
C[C@H]1CN([C@@H](C)CO)C(=O)CCCn2nncc2CO[C@@H]1CN(C)Cc1ccc(-c2ccccc2)cc1	.	-1%	.	.	.	-6	.	6%	-1%
CCOC(=O)c1ccc(N2CCN(c3cc(C)ccc3C)CC2)c(N)c1	0	9%	6.5%	1	2	-14	6	2%	2%
Cc1cc(C)n2nc(C(=O)N(C)C(c3ccccc3)c3ccccc3)nc2n1	2	-2%	0.3%	3	-5	-18	2	4%	-2%
Cc1cccc(-n2ccnc2SCC(=O)Nc2ccc3c(c2)OCO3)c1	-22	-4%	3.2%	2	-13	.	-5	-4%	4%

Ordered by molar mass (rising): part of the list above
SMILES	D2 potentiator	GRP78 ERSR act	RXFP1 agonist	D1 agonist	D1 antag	RXFP1 antag	D1 potentiator	Vif-A3G inh	Vif-A3F inh
N/C(=N\OC(=O)c1ccccc1)c1cccnc1	-4	0%	-4.1%	3	-50*	17	2	1%	0%
Cc1cc([N+](=O)[O-])nn1CC(=O)NCc1cccs1	-3	?	2.1%	1	23	-9	-7	0%	-11%
COc1ccc(/C(C)=N\NC(=O)CSc2nnc(C)s2)cc1	8	-3%	0.4%	1	9	14	-4	-1%	-17%
CN1CCN(c2ccc(NC(=O)c3ccc4c(c3)OCO4)cc2)CC1	12	-9%	0.2%	4	-23	-11	-8	-4%	-9%
Cc1cccc(-n2ccnc2SCC(=O)Nc2ccc3c(c2)OCO3)c1	-22	-4%	3.2%	2	-13	.	-5	-4%	4%
Cc1cc(C)n2nc(C(=O)N(C)C(c3ccccc3)c3ccccc3)nc2n1	2	-2%	0.3%	3	-5	-18	2	4%	-2%
Cc1ccc(-c2nc3cc(C(C)C)ccc3o2)cc1NC(=O)c1cc2ccccc2o1	8	-6%	8.5%	2	-11	-4	-2	5%	-12%
COc1ccc(N2CCN(C(=O)CN3C(=O)NC4(CCCCC4C)C3=O)CC2)cc1 (stereo not given)	.	-3%	.	.	.	-1	.	-1%	-2%
COc1ccc(OC)c(C2/C(=C(/O)c3ccc(C)cc3)C(=O)C(=O)N2Cc2ccco2)c1 (stereo not given)	5	-3%	6.3%	2	4	-10	-6	-1%	-17%
O=C(OCCCN=C1NS(=O)(=O)c2ccccc21)C1CC(=O)N(c2ccc(Cl)cc2)C1 (stereo not given)	-8	-5%	0.7%	-3	-1	2	-7	1%	.
C[C@H]1CN([C@@H](C)CO)C(=O)CCCn2nncc2CO[C@@H]1CN(C)Cc1ccc(-c2ccccc2)cc1	.	-1%	.	.	.	-6	.	6%	-1%

Next records:
SMILES	D2 potentiator	GRP78 ERSR act	RXFP1 agonist	D1 agonist	D1 antag	RXFP1 antag	D1 potentiator	Vif-A3G inh	Vif-A3F inh
COc1ccc(NC(=O)COc2ccc(C(=O)c3ccc(F)cc3)cc2)cc1S(N)(=O)=O	8	-3%	-0.2%	3	-4	-11	-5	-1%	15%
COc1cc2c3c(cccc3c1)C(=O)N(CCN1CCCC1)C2=O	.	-6%	.	.	.	-13	.	-12%	6%
CC(=O)Nc1cc2c(cc1[N+](=O)[O-])-c1ccccc1C2=NO	.	3%	.	.	.	-3	.	-2%	5%
Cc1ccc(NS(=O)(=O)c2c(C)[nH]c(=O)[nH]c2=O)cc1F	0	-2%	-2.3%	5	4	0	3	-5%	11%
O=C(Cc1ccccc1)Nc1ccc(NC(=O)c2cccnc2)cc1	1	-3%	0.2%	2	17	5	2	4%	0%
CCCCCn1c(=N)n(CC(O)COc2cccc(C)c2)c2ccccc21 (stereo not given)	-9	-12%	0.2%	59*	-6	?	-4	-14%	6%
Cc1nonc1NC(=O)CSc1cn[nH]n1	-12	4%	1.9%	1	4	0	-3	-1%	-6%
Cc1nonc1NC(=O)OCCN1CCOC1=O	3	-5%	2.1%	2	24	-7	-2	-6%	-3%
CCCCOCCCNC(=O)COc1ccccc1	13	-2%	1.3%	2	7	8	-3	-1%	0%
N#Cc1c(NC(=O)CSc2nc(N)cc(=O)[nH]2)sc2c1CCCC2	-12	-4%	1.2%	5	-3	-2	-6	3%	2%
N#CCCN(Cc1cccnc1)S(=O)(=O)c1ccc(S(=O)(=O)NC2CCCCC2)cc1	19	-2%	0.5%	1	4	5	3	2%	-2%
COc1ccc(NC2CCCN(C(=O)c3ccc4[nH]c(C)c(C)c4c3)C2)cc1 (stereo not given)	.	-5%	-3.9%	-1	6	29	-6	-4%	0%
CCOc1ccccc1CN1CCNC(=O)C1CC(=O)N(C)Cc1nonc1C (stereo not given)	-5	-5%	-0.4%	2	-11	-4	0	2%	-12%
Cc1cc2c(n1-c1ccc(C(=O)NCC(C)c3ccccc3)cc1)CCCC2 (stereo not given)	4	-2%	2.4%	0	4	-18	-1	-14%	-14%
Cc1ccc(NC(=O)NC(=O)CSc2n[nH]c(N)n2)c(C)c1	2	0%	-2.0%	4	3	1	-1	5%	-6%
CN(CC(=O)Nc1ccccc1Cl)C(=O)COC(=O)c1nc(Cl)ccc1Cl	-2	-1%	-0.5%	0	15	0	-4	-1%	-17%
O=[N+]([O-])c1ccc(Sc2ccc(F)cc2)nc1	.	4%	.	.	.	10	.	-1%	-3%
C/C(=N\NC(=O)c1c([N+](=O)[O-])c(C)nn1C)c1ccc(NC(=O)c2ccc(C)o2)cc1	-7	2%	-3.0%	0	-26	-1	-3	-9%	-4%
CCOc1ccc(-n2ccnc2SCC(=O)Nc2cc(C)ccc2C)cc1	17	-3%	1.0%	-1	-46*	0	-7	5%	9%
O=C(Nc1c2c(nn1-c1ccc(F)cc1)CSC2)c1ccc(S(=O)(=O)N2CCOCC2)cc1	2	-5%	-1.1%	2	-5	-8	3	-4%	-1%

Entries above shown as hits in D1 agonist.
SMILES	D2 potentiator	GRP78 ERSR act	D1 agonist	D1 antag	RXFP1 antag	D1 potentiator	Vif-A3G inh	Vif-A3F inh
CCCCCn1c(=N)n(CC(O)COc2cccc(C)c2)c2ccccc21 (stereo not given)	-9	-12%	59*	-6	?	-4	-14%	6%

(further entries)
SMILES	D2 potentiator	GRP78 ERSR act	RXFP1 agonist	D1 agonist	D1 antag	RXFP1 antag	D1 potentiator	Vif-A3G inh	Vif-A3F inh
CC(C)Cc1ccc(C(C)C(=O)OCC(=O)c2c[nH]c3ccccc23)cc1 (stereo not given)	8	12%	-0.3%	37*	-27	-15	-4	-3%	-5%
CC1CCN(C(=O)c2ccc3c(c2)OCO3)CC1	0	13%	3.5%	0	5	4	-5	1%	1%
O=C(COc1ccc(F)cc1Br)NCC1(N2CCCCC2)CCCCC1	.	-2%	.	.	.	-14	.	-1%	?
COc1ccc(C(=O)CN2C(=O)c3ccccc3C2=O)c(OC)c1	5	4%	-1.3%	1	14	2	3	2%	5%
CCN(CC)S(=O)(=O)c1ccc2c(c1)c(=O)c(C(=O)N1CCN(c3ccccc3)CC1)cn2C	-1	-2%	4.1%	-1	0	14	-6	0%	?
CCCCn1c(SCC(=O)Nc2cc(C)on2)nc2ccsc2c1=O	6	-3%	?	2	-2	0	0	-1%	-8%
CCN(CC)S(=O)(=O)c1cccc(C(=O)NCCCn2ccnc2)c1	-12	-3%	?	2	-30	7	1	3%	-6%
C/C(=N\NC(=O)c1cccc(S(=O)(=O)N2CCOCC2)c1)c1ccc(O)cc1	2	1%	-1.5%	1	10	7	-2	1%	2%
O=S(=O)(NCCc1ccncc1)c1ccc(S(=O)(=O)N2CCCCCC2)cc1	4	-5%	-0.1%	10	-20	15	-3	3%	-2%
